C-LANA FP – inhibitors of KSHV LANA C-terminal domain DNA binding. MBP-C-LANA/FAM-LBS DNA binding, fluorescence polarization. AID 504423. inhibition, % at 9 µM. 0.078% of 340,000 active;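 active means highest replicate inhibition at or above 60% at 9 µM, even if other replicates fall short; inactive means all replicates below 60% inhibition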;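 further: 0% = neutral control wells and 100% = 4 µM acridine orange control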
MOR-DOR inv ag – inverse agonist of human OPRM1-OPRD1 heterodimerization; P35372+P41143; cell-based MOR-DOR heterodimer luminescence, inverse agonism; inhibition, % at 9.3 µM; 0.21% of 340,000 active; AID 504357; in the data active means inhibition above about 22%, passing the limit was not always enough;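 further: 0% = cells with DMSO and 100% = wells without cells with DMSO; values of inactives mirror those of a sister screen read the other way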
Target sequence (P35372 whole entry, looked up): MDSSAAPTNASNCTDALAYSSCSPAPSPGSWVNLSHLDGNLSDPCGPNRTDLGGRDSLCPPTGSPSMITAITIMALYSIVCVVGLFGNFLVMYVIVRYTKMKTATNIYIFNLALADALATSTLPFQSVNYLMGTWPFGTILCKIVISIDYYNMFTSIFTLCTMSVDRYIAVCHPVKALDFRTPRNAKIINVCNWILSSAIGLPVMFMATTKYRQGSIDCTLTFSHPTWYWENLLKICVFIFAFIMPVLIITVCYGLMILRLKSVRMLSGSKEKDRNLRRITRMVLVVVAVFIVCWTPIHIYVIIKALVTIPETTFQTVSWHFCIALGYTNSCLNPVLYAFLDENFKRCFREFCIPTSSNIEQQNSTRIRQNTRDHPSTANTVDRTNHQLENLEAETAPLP
Target sequence (P41143 whole entry, looked up): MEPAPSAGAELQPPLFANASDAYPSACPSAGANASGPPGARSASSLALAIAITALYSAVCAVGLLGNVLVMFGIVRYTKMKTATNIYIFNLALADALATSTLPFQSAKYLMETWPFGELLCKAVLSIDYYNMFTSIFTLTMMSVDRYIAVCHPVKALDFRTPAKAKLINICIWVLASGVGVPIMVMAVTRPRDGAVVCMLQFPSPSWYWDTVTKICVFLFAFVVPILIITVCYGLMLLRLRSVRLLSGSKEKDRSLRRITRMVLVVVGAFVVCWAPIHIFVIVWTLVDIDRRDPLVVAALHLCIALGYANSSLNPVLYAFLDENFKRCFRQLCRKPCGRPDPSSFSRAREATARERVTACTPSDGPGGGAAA
DSG3 Ab inh – human desmoglein-3 autoantibody binding inhibition | DSG3-coupled beads, scFv-anti-DSG3-GFP binding, flow cytometry; hits give low values | binding (percent of control), % at 10 µM | 0.48% of 310,000 active | AID 588358;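 active means binding more than 3 SD below its plate's average and above zero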;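 further: hits lower antibody fragment binding to DSG3; some compounds called inactive have numbers as strong as hits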
V-ATPase pH – regulators of yeast V-ATPase proton transport; S. cerevisiae, pHLuorin cytosolic pH fluorescence; response, % at 10 µM; 0.37% of 350,000 active; AID 504577; in the data active means response mostly above about 7.3%, no sharp cut-off; inactive means mostly below about 5.4%; further: actives read high; inactives centre near 0; some compounds called inactive have numbers as strong as hits; reference of the scale not given here
Wnt act – activators of Wnt/beta-catenin signaling; 1.2% of 300,000 active; Wnt/beta-catenin reporter cell assay, activator, plate reader; activation, % at 9.35 µM; AID 743398; in the data active means activation above about 30%, passing the limit was not always enough;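 further: 0% = neutral control wells and 100% = positive control wells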
RTF Ca sens act – increases calcium sensitivity of human cardiac regulated thin filaments; IANBD-labeled TnC RTF fluorescence at EC20 calcium; 0% EC20 calcium, 100% full calcium; activation, % at 7.2 µM; 0.24% of 340,000 active; AID 493008;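 active means activation above the mean over all tested compounds plus 3 SD, cut at about 30% in these data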;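 further: rise in fluorescence read as greater calcium sensitivity of cardiac thin filaments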
RTF Ca sens inh – cardiac RTF calcium desensitization. AID 493244. inhibition, % at 7.15 µM. IANBD-labeled cardiac RTF, Ca2+ fluorescence. P19429+P45379. 0.12% of 340,000 active;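 active means inhibition above the mean inhibition of all tested compounds plus 3 SD, cut at about 17% in these data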;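 further: assay run at fixed EC70 calcium of 1.6 mM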
Keap1-Nrf2 PPI – inhibitors of human Keap1-Nrf2 protein-protein interaction; Q14145; Keap1 Kelch-Nrf2 peptide fluorescence polarization, 1536-well; inhibition, % at 9.4 µM; 0.15% of 340,000 active; AID 504523; in the data active means inhibition above about 12%;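 further: human Keap1 Kelch domain with fluorescein labeled Nrf2 9mer peptide probe; 0% = neutral control wells and 100% = peptide positive control; higher means more block of Keap1 binding to Nrf2 peptide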
Arr AP2 block – blocks beta-arrestin peptide binding to AP2 adaptin; FITC-arrestin peptide / GST-AP2 beads, flow cytometry; AP2 beta2 appendage carries R879A mutation; 0.31% of 340,000 active; inhibition, % at 10 µM;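 active means inhibition above a set limit, near 3 SD of compounds lacking own fluorescence, cut at about 54% in these data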;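 further: plate controls were DMSO wells for no effect and 5 µM unlabelled arrestin peptide for full effect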
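test system = AP2 appendage R879A on GSH beads | buffer or medium = PBS plus Tween 20 (0.05%) and BSA (0.1%) | incubation = 12 min plus 1 h, RT | detection = bead flow cytometry, FITC channel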
MOR-DOR ag – OPRM1-OPRD1 heterodimerization agonism. cells, luminescence. P35372+P41143. 0.3% of 340,000 active. activation, % at 9.3 µM. AID 504326; in the data active means activation above about 18%;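 further: 0% = vehicle-treated cells and 100% = reference agonist; values of inactives mirror those of a sister screen read the other way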
* hit, by the source's call; nt = no result given. The list is partial; rates above refer to the full screens.

SMILES	C-LANA FP	MOR-DOR inv ag	DSG3 Ab inh	V-ATPase pH	Wnt act	RTF Ca sens act	RTF Ca sens inh	Keap1-Nrf2 PPI	Arr AP2 block	MOR-DOR ag
COC(=O)C1=C(c2ccc(OC)c(OC)c2)C[C@@H]2CC[C@H]1N2C(=O)NCC1CC1	-1.4	16	94	0	1	11	1	-1	2	-2.8
COc1ccccc1-n1c(O)c(C=Nc2c(C)n(C)n(-c3ccccc3)c2=O)c(=O)[nH]c1=O	-0.2	7	101	-1	-2	3	-14	0	2	-1.1
CC1(c2ccc(Cl)cc2Cl)OCC(Cn2cncn2)O1 (stereo unspecified)	-0.2	12	81	-2	-9	9	-5	-2	4	-2.5
c1cnc(N2CCNCC2)nc1	-0.4	4	107	-2	4	1	3	-6	4	-0.8
CC(C)c1ccc(OCC(=O)N2CCCN(C)CC2)cc1	-0.2	6	nt	5	5	-1	-2	1	-6	-1.2
Oc1ccc(C2=CCNCC2)cc1O	-0.1	4	101	-2	-2	2	10	-3	4	-0.7
CCOC(=O)CC1c2ccccc2-n2nncc2CN1Cc1ccc(OC)cc1 (stereo unspecified)	2.6	10	102	-2	-2	-6	-1	2	31	-2.2
CN1CCCN(C(=O)COc2ccc(Br)cc2)CC1	0.2	13	nt	4	-3	3	-1	0	-11	-2.6
CN(C)CCN=Cc1c(O)n(-c2cccc(C(F)(F)F)c2)c(=O)[nH]c1=O	0.2	-3	100	0	-1	4	-21	-3	-3	0.5
Cc1nn(-c2ccccc2)c2c1CC1(C(=O)N(C)C(=O)N(C)C1=O)C1CCCCN21 (stereo unspecified)	0.6	2	nt	1	-5	3	-6	3	1	-0.3
COc1ccc(OC)c(N2C(=O)NC(=O)C(CCc3ccncc3)(CCc3ccncc3)C2=O)c1	-0.2	14	113	4	1	-3	-3	3	17	-2.4
CCc1ccc(N2C(=O)NC(=O)C(CCc3ccncc3)(CCc3ccncc3)C2=O)cc1	-0.7	10	nt	-2	-2	-7	-9	-3	-10	-2.0
COc1ccc(Cn2c(N)c(C(=O)NCc3ccco3)c3nc4ccccc4nc32)cc1OC	1.0	21	97	-3	nt	9	8	-10	16	-3.5
Cc1ccccc1NC(=S)NC(NC(=O)CF)C(Cl)(Cl)Cl (stereo unspecified)	0.3	11	108	4	-1	6	-12	2	nt	-2.3
CC1CCCN(CC(=O)c2ccc(Cl)c(Cl)c2)C1 (stereo unspecified)	-0.5	71*	108	-1	-1	8	-5	-7	-4	-14
C/C(=N\Nc1ccccc1)c1c(O)n(Cc2ccccc2)c(=O)[nH]c1=O	1.3	-2	127	0	2	-6	2	0	-1	0.4
CCC(C)n1c(O)c(/C=N/Nc2nc3c(c(=O)n(C)c(=O)n3C)n2C)c(=O)[nH]c1=S (stereo unspecified)	-1.6	2	nt	4	-3	10	-6	-6	4	-0.4
O=C(CN1CC(c2ccccc2)CC1=O)Nc1ccccc1 (stereo unspecified)	1.4	-1	111	-3	1	-9	-9	-2	12	0.2
O=C(Nc1cccc(Cl)c1)N1C[C@H]2C[C@@H](C1)c1cccc(=O)n1C2	0.0	14	101	0	-1	-6	-11	2	7	-2.9
C=CCN1CC[C@]23c4c5ccc(O)c4OC2C(O)CC[C@@]3(O)[C@H]1C5 (stereo partly specified)	0.0	-9	101	1	1	1	-4	1	9	2.2
c1ccc(CCNCc2cccnc2)cc1	-0.2	11	98	-3	13	-1	-3	-2	0	-2.2
CCN1CCN(S(=O)(=O)c2cnc(Cl)c(Br)c2)CC1	0.9	6	111	1	-1	-3	-13	3	4	-1.2
COCCOC(=O)c1c(N)n(Cc2ccco2)c2nc3ccccc3nc12	9.0	29*	105	5	nt	26	-36	-6	3	-4.9
O=C(Cn1nc(Cc2cccnc2)c2ccccc2c1=O)N1CCC2(CC1)OCCO2	-0.5	12	98	4	nt	-9	-3	0	25	-2.3
Cc1cccc(C)c1N1CCN(c2c(C)cccc2C)CC1	-0.3	0	126	2	0	-4	-9	-4	4	0.0

Limited to Arr AP2 block, DSG3 Ab inh and MOR-DOR ag (two entries from above):
Structure,Arr AP2 block,DSG3 Ab inh,MOR-DOR ag
COc1ccc(Cn2c(N)c(C(=O)NCc3ccco3)c3nc4ccccc4nc32)cc1OC,16,97,-3.5
Cc1ccccc1NC(=S)NC(NC(=O)CF)C(Cl)(Cl)Cl (stereo unspecified),nt,108,-2.3

Continuation.
SMILES	C-LANA FP	MOR-DOR inv ag	DSG3 Ab inh	V-ATPase pH	Wnt act	RTF Ca sens act	RTF Ca sens inh	Keap1-Nrf2 PPI	Arr AP2 block	MOR-DOR ag
CN1C(=O)N(C)C(=O)C2(Cc3cc(NC(=O)c4ccccc4Cl)ccc3N3CCCC32)C1=O (stereo unspecified)	-0.8	7	102	-3	1	-2	-9	0	56*	-1.4
O=P(OCC(F)(F)C(F)F)(N1CCCCC1)N1CCCCC1	0.5	0	nt	6	nt	5	2	2	9	-0.1
Nc1ccc(Cl)c(Cl)c1	-2.1	-2	110	-4	2	-2	-4	-2	31	0.4
Cc1ccc(CNCCc2ccccc2F)cc1	-2.3	-9	nt	2	-2	6	-27	-2	-3	1.7
Cc1c(C(=O)N2CCC3(CC2)OCCO3)sc2ncnc(N(C)c3ccccc3)c12	-0.1	10	nt	-1	nt	-2	-2	-2	12	-2.3
O=C(Cc1ccc([N+](=O)[O-])cc1)N1CCN(Cc2ccc3c(c2)OCO3)CC1	nt	nt	98	7	1	nt	nt	nt	5	nt
COC(=O)C1=C(c2ccc(S(C)(=O)=O)cc2)C[C@@H]2CC[C@H]1N2C(=O)N1CCC(C)CC1	-0.8	13	98	2	-1	9	-2	-5	-4	-2.4
COC(=O)C1=C(c2ccc(OC)c(OC)c2)C[C@@H]2CC[C@H]1N2C(=O)N1CCC(O)CC1	1.2	4	103	6	-2	9	-3	-8	0	-0.7
CN(C(=O)Oc1ccc(F)cc1)c1ccccc1	-0.8	12	108	3	0	2	-2	-1	19	-2.3
COc1ccc(CCC(=O)N2CCC3(CC2)OCCO3)cc1	-0.5	11	87	-1	1	-1	-1	3	23	-1.9
Cc1cc(C)[n+](C2C3CC4CC(C3)CC2C4)o1 (stereo unspecified)	0.1	16	93	0	-1	-2	-5	-3	-1	-3.0
CN1C(=O)NC(=O)C(N=Nc2ccc(Cl)cc2)C1=O (stereo unspecified)	2.5	17	92	-4	18	-8	11	-3	10	-3.1
Cc1ccc(CN2CCCC(C(=O)c3sccc3C)C2)o1 (stereo unspecified)	0.4	-12	117	5	-1	12	3	-1	15	2.4
Nc1ccc(N2CCN(Cc3ccccc3Cl)CC2)c(Cl)c1	0.3	-3	107	-3	nt	-2	-2	-1	6	0.6
O=C1NC(=O)C(Cc2cccs2)C(=O)N1	0.0	2	99	-4	13	8	-12	-4	-2	-0.4
CCCCCSc1cc(OC)c(CCN)cc1OC	-0.5	-27	126	6	-1	1	-2	-1	-7	6.4
Cc1oc(-c2ccc(F)cc2F)nc1CN1C[C@@H]2C[C@@H](C1)c1cccc(=O)n1C2	-1.6	9	82	-3	-1	1	0	1	0	-1.4
CN(C)CCCN=Cc1c(O)n(CCc2ccccc2)c(=O)[nH]c1=O	6.2	10	nt	5	nt	3	-10	-15	-3	-1.6
[N-]=[N+]=CC(=O)OC[C@H](N)C(=O)O	-0.5	5	123	4	-2	7	4	-8	5	-0.9
NP(=O)(OCCCc1ccccc1)Oc1ccccc1Cl (stereo unspecified)	-0.6	9	105	-1	0	-4	3	2	39	-1.6
O=C1NC(=O)N(Cc2ccc(F)cc2)C(=O)/C1=C\c1ccoc1	-4.5	13	104	2	1	18	-59	-134	6	-2.5
C=CCOC(=O)C1=C(C)OC(N)=C(C#N)[C@@]12C(=O)N(CC(N)=O)c1ccccc12	0.1	-8	93	-2	nt	1	-7	-2	11	1.4
COc1cc2c(cc1OC)CC[N+](C)=C2	-1.5	15	112	2	-1	1	-2	-5	0	-3.0
Cc1[nH]c2ccc(O)cc2c1CCN	-1.7	-3	106	6	3	3	9	2	7	0.5
O=C1NC(=O)C(=Cc2ccccc2[N+](=O)[O-])C(=O)N1	-16	14	99	0	-2	0	7	1	-10	-3.1
COc1cc(Br)cc(CN2CCN(C)CC2)c1O	1.1	7	95	5	-1	-1	-5	2	6	-1.2
CCOc1cc2c(cc1OCC)-n1cccc1C(c1ccc(F)cc1)NC2 (stereo unspecified)	-0.7	-14	102	-3	-1	0	-1	0	-8	2.9

Molecules above with a carbonyl joined to an NH by a bond outside any ring:
SMILES	C-LANA FP	MOR-DOR inv ag	DSG3 Ab inh	V-ATPase pH	Wnt act	RTF Ca sens act	RTF Ca sens inh	Keap1-Nrf2 PPI	Arr AP2 block	MOR-DOR ag
COC(=O)C1=C(c2ccc(OC)c(OC)c2)C[C@@H]2CC[C@H]1N2C(=O)NCC1CC1	-1.4	16	94	0	1	11	1	-1	2	-2.8
COc1ccc(Cn2c(N)c(C(=O)NCc3ccco3)c3nc4ccccc4nc32)cc1OC	1.0	21	97	-3	nt	9	8	-10	16	-3.5
Cc1ccccc1NC(=S)NC(NC(=O)CF)C(Cl)(Cl)Cl (stereo unspecified)	0.3	11	108	4	-1	6	-12	2	nt	-2.3
O=C(CN1CC(c2ccccc2)CC1=O)Nc1ccccc1 (stereo unspecified)	1.4	-1	111	-3	1	-9	-9	-2	12	0.2
O=C(Nc1cccc(Cl)c1)N1C[C@H]2C[C@@H](C1)c1cccc(=O)n1C2	0.0	14	101	0	-1	-6	-11	2	7	-2.9
CN1C(=O)N(C)C(=O)C2(Cc3cc(NC(=O)c4ccccc4Cl)ccc3N3CCCC32)C1=O (stereo unspecified)	-0.8	7	102	-3	1	-2	-9	0	56*	-1.4
C=CCOC(=O)C1=C(C)OC(N)=C(C#N)[C@@]12C(=O)N(CC(N)=O)c1ccccc12	0.1	-8	93	-2	nt	1	-7	-2	11	1.4
